Screens from PubChem.
DT40 TDP1 no CPT = qHTS for Inhibitors of human tyrosyl-DNA phosphodiesterase 1 (TDP1): qHTS in cells in absence of CPT | Potency, µM (top dose mostly 46.2 µM), for the others: at the highest dose activity change, negative = growth inhibition, most hits filed as inhibitors | hit rate 15% among 420,000 | DT40 Tdp1-/- hTDP1 cells, no CPT, ATP luminescence, 48 h; further: nearly all actives have a fitted effect of over 55% in size
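Chicken DT40 Tdp1-/- cells complemented with human TDP1, screened without camptothecin (DMSO vehicle only), 400 cells/well. Compounds pin-transferred, cells incubated at 37 °C for at least 48 hr. Growth read as ATP-dependent luminescence (CellTiter-Glo, 30 min at RT).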
DT40 TDP1 CPT = DT40-hTDP1 cell growth loss with CPT; chicken DT40 Tdp1-/-;hTDP1 cells + 20 nM CPT, ATP luminescence, 48 h; Potency, µM (highest dose often 46.2 µM), inactives show at the top dose activity change, negative = growth inhibition, actives largely listed as inhibitors; hit rate 12% among 420,000; further: nearly all actives have a fitted effect of over 55% in size
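Chicken DT40 Tdp1-/- cells complemented with human TDP1, 400 cells/well, exposed to compounds plus 20 nM camptothecin for at least 48 h at 37 C; viability read as ATP content by CellTiter-Glo luminescence.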
GCN5L2 inh = blocks human GCN5L2 histone acetyltransferase | Potency, µM (highest dose often 58.9 µM), for inactives: top-dose activity change, negative = inhibition, most hits filed as inhibitors | Q92830 | hit rate 0.21% among 390,000 | GCN5L2 HAT assay, ThioGlo1 CoA-SH fluorescence
Target sequence (Q92830 whole entry, looked up): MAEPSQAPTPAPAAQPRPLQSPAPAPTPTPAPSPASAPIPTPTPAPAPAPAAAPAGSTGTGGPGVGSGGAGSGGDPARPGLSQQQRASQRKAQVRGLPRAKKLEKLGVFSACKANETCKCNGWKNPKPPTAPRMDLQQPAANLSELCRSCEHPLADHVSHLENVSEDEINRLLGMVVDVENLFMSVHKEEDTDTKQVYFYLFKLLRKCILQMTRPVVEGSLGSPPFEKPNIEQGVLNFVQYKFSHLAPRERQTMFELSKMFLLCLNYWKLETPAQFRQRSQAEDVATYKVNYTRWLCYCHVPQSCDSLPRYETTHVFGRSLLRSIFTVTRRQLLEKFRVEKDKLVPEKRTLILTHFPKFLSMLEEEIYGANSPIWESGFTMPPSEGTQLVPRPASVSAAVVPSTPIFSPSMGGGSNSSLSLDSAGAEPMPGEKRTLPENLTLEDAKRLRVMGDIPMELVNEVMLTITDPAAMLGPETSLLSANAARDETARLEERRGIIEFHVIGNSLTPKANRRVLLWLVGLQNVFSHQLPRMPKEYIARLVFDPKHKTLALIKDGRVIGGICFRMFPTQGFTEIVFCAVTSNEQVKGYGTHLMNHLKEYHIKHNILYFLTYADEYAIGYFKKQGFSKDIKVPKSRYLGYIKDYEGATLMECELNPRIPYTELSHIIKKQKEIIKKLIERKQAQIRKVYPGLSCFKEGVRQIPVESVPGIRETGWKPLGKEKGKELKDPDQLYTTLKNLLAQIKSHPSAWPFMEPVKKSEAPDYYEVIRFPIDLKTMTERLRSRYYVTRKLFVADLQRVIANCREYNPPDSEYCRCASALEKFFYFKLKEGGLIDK
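Fluorescence readout, Ex340nm/Em540nm: ThioGlo1 (50uM final) reacts with free CoA thiol released as 20nM GCN5L2 acetylates H3(1-25) peptide (75uM) using acetyl-CoA (70uM). Compound and enzyme sat 15 min beforehand; 20 min room-temperature reaction.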
Active calls of the source: *; [ ] = another dose, or the depositor's remark. The call rests on the fitted dose curve; in most records, active means well fitted curve in the direction sought with a large enough effect; inconclusive means small, poorly fitted or top-dose-only effect, or another doubt; inactive means no such curve, though single readings can be large; an effect the other way counts as inactive or inconclusive. On the % scale 0 is the no-effect control and ±100 the full control effect; potency means the concentration at half of the fitted maximal effect. These rows are one share of the data, so the mix of outcomes need not match the whole.

What do the screens show for `CCOC(=O)c1c(C)[nH]c(C)c1S(=O)(=O)NCC1CCN(Cc2cccc(Cl)c2)CC1`?
DT40 TDP1 no CPT: inconclusive; DT40 TDP1 CPT: inconclusive; GCN5L2 inh: -10%

How did CCC(=O)c1ccc(OCC(=O)Nc2nc(C)cs2)cc1 do in these assays?
DT40 TDP1 no CPT: -9%; DT40 TDP1 CPT: 2%; GCN5L2 inh: -1%

What do the screens show for `CCOC(=O)[C@]12CCCC=C1N(Cc1ccc3c(c1)OCO3)C(=O)[C@H](CC(=O)NCc1ccc(C)o1)C2`?
DT40 TDP1 no CPT: inconclusive; DT40 TDP1 CPT: inconclusive

How did O=C(NC(=S)NC1C2CC3CC(C2)CC1C3)C12CC3CC(CC(C3)C1)C2 (centres undefined) do in these assays?
DT40 TDP1 no CPT: 15µM*; DT40 TDP1 CPT: inconclusive; GCN5L2 inh: 0%

Results for Cc1cc(C)c(S(=O)(=O)N2CCCOC2CNC(=O)C(=O)NCCC2=CCCCC2)c(C)c1 (centres undefined) ?
DT40 TDP1 no CPT: 10%; DT40 TDP1 CPT: 0%; GCN5L2 inh: -4%

What do the screens show for `Cc1c(Cl)c([N+](=O)[O-])nn1CCCC(=O)Nc1c(Cl)cccc1Cl`?
DT40 TDP1 no CPT: inconclusive; DT40 TDP1 CPT: inconclusive; GCN5L2 inh: 0%

Results for Cc1c(C(=O)O)sc2nc(/C=C/c3cccc(O)c3)[nH]c(=O)c12 ?
DT40 TDP1 no CPT: 1%; DT40 TDP1 CPT: 15%; GCN5L2 inh: -11%

Results for COc1ccccc1N(CC(O)CN(c1ccccc1)S(C)(=O)=O)S(=O)(=O)c1ccccc1 (centres undefined) ?
DT40 TDP1 no CPT: inconclusive; DT40 TDP1 CPT: 2%; GCN5L2 inh: -10%

Results for CC(=O)C(C)Oc1ccc2c3c(c(=O)oc2c1)CCCC3 (centres undefined) ?
DT40 TDP1 no CPT: -15%; DT40 TDP1 CPT: -15%; GCN5L2 inh: -1%

Results for Cc1cc(Cl)ccc1OCC(=O)OCC(=O)Nc1ccc(Cl)cn1 ?
DT40 TDP1 no CPT: -10%; DT40 TDP1 CPT: -17%

Results for O=C(Cn1nc(Cl)nc1Cl)c1ccc(F)cc1 ?
DT40 TDP1 no CPT: 1%; DT40 TDP1 CPT: -1%; GCN5L2 inh: -2%

How did Fc1ccc2cnc(-c3ccccc3)cc2c1 do in these assays?
DT40 TDP1 no CPT: -29%; DT40 TDP1 CPT: -41%; GCN5L2 inh: 0%

Results for CC1(C)CC(=O)C=C(Nc2cccc(F)c2)C1 ?
DT40 TDP1 no CPT: -15%; DT40 TDP1 CPT: 14%; GCN5L2 inh: 3%

What do the screens show for `NC(N)=N/N=C/c1ccc(OCc2ccccc2Cl)cc1`?
DT40 TDP1 no CPT: 13µM*; DT40 TDP1 CPT: 15µM*; GCN5L2 inh: -3%

How did CCC1Cc2c(nc(N)c3c(N)nc(N4CCCCC4)c(C#N)c23)O1 (centres undefined) do in these assays?
DT40 TDP1 no CPT: inconclusive; DT40 TDP1 CPT: 0%; GCN5L2 inh: -14%

What do the screens show for `O=c1c(-c2ccccc2)c(O)c2c(n1-c1ccccc1)CCCC2`?
DT40 TDP1 no CPT: -20%; DT40 TDP1 CPT: 6%; GCN5L2 inh: -1%

How did O=C(Nc1ccc(NC(=S)NC(=O)C(c2ccccc2)c2ccccc2)cc1)c1ccccc1 do in these assays?
DT40 TDP1 no CPT: 15µM*; DT40 TDP1 CPT: inconclusive

Results for N#CCc1nn(-c2ccc(Cl)cc2)c(N)c1C#N ?
DT40 TDP1 no CPT: 7%; DT40 TDP1 CPT: -28%; GCN5L2 inh: 0%

How did O=C(Nc1ccc2ccccc2c1)c1ccccc1O do in these assays?
DT40 TDP1 no CPT: 10µM*; DT40 TDP1 CPT: 13µM*; GCN5L2 inh: -8%

Results for Cc1cc(=O)oc2c(C(=O)/C=C/c3ccccc3)c(O)ccc12 ?
DT40 TDP1 no CPT: inconclusive; DT40 TDP1 CPT: 4%; GCN5L2 inh: 3%

A stretch from the list above, for reference:
What do the screens show for `NC(N)=N/N=C/c1ccc(OCc2ccccc2Cl)cc1`?
DT40 TDP1 no CPT: 13µM*; DT40 TDP1 CPT: 15µM*; GCN5L2 inh: -3%

How did CCC1Cc2c(nc(N)c3c(N)nc(N4CCCCC4)c(C#N)c23)O1 (centres undefined) do in these assays?
DT40 TDP1 no CPT: inconclusive; DT40 TDP1 CPT: 0%; GCN5L2 inh: -14%

What do the screens show for `O=c1c(-c2ccccc2)c(O)c2c(n1-c1ccccc1)CCCC2`?
DT40 TDP1 no CPT: -20%; DT40 TDP1 CPT: 6%; GCN5L2 inh: -1%

Continuation.
Results for Cc1ccc(S(=O)(=O)NC(=O)C2(C)CCN2C(=O)Cc2ccc(-c3ccccc3)cc2)nc1 (centres undefined) ?
DT40 TDP1 no CPT: 3%; DT40 TDP1 CPT: 5%

How did CN(C)c1nc2cc3c(cc2cc1CN(CC1CCCO1)C(=O)c1cccc(F)c1)OCO3 (centres undefined) do in these assays?
DT40 TDP1 no CPT: -3%; DT40 TDP1 CPT: 18%[9.04 µM]

What do the screens show for `COC(=O)c1ccc2[nH]c([C@H](C)O)c([C@H](C)O)c2c1`?
DT40 TDP1 no CPT: inconclusive; DT40 TDP1 CPT: inconclusive; GCN5L2 inh: -1%

Results for Cc1oc(-c2ccccc2Cl)nc1CS(=O)CC(=O)NCCc1ccccc1 (centres undefined) ?
DT40 TDP1 no CPT: -25%; DT40 TDP1 CPT: -22%; GCN5L2 inh: -1%

What do the screens show for `COc1ccc(C(=O)N/N=C(\C)Cn2cnc([N+](=O)[O-])n2)cc1`?
DT40 TDP1 no CPT: 0%; DT40 TDP1 CPT: 2%; GCN5L2 inh: 3%

Results for COC(=O)N/N=C/c1cccnc1 ?
DT40 TDP1 no CPT: -9%; DT40 TDP1 CPT: -6%; GCN5L2 inh: 0%

What do the screens show for `S=c1nc2ccccc2c2nc(-c3ccccc3Br)[nH]n12`?
DT40 TDP1 no CPT: 1µM*; DT40 TDP1 CPT: 2.1µM*; GCN5L2 inh: inconclusive

How did CC(C)(CO)CN1CCC(n2nccc2NC(=O)C2CCCC2)CC1 do in these assays?
DT40 TDP1 no CPT: -7%; DT40 TDP1 CPT: 0%; GCN5L2 inh: -2%

Results for COc1cc2ncnc(NCc3ccco3)c2cc1OC ?
DT40 TDP1 no CPT: inconclusive; DT40 TDP1 CPT: 18µM*; GCN5L2 inh: 6%

What do the screens show for `CN1CCN(CC(=O)c2ccccc2F)CC1`?
DT40 TDP1 no CPT: -8%; DT40 TDP1 CPT: -4%; GCN5L2 inh: -7%

How did COC(=O)c1c(-c2snnc2C)n[nH]c1C do in these assays?
DT40 TDP1 no CPT: 9%; DT40 TDP1 CPT: 9%; GCN5L2 inh: 1%

How did C=CCN(CC=C)C(=O)C1CC(=O)N(c2ccc(Br)cc2)C1 (centres undefined) do in these assays?
DT40 TDP1 no CPT: -5%; DT40 TDP1 CPT: 6%; GCN5L2 inh: -1%

How did O=C(NCCN1CCCCC1)Nc1ccccc1Cl do in these assays?
DT40 TDP1 no CPT: 12%; DT40 TDP1 CPT: -3%; GCN5L2 inh: -3%

How did C[C@H](O)[C@@H]1C(=O)N2CCc3c([nH]c4ccccc34)[C@@H]2C[C@@H]1N(C)C(=O)c1ccco1 do in these assays?
DT40 TDP1 no CPT: -24%; DT40 TDP1 CPT: inconclusive

How did Cc1ccc(C(O)c2ncc(-c3ccc4ccccc4c3)[nH]2)c(C)c1 (centres undefined) do in these assays?
DT40 TDP1 no CPT: -28%; DT40 TDP1 CPT: inconclusive

What do the screens show for `COc1cccc(C2c3[nH]c4ccccc4c3C[C@H]3C(=O)N(CCCO)CC(=O)N23)c1OC` (some centres undefined)?
DT40 TDP1 no CPT: 4%; DT40 TDP1 CPT: -7%; GCN5L2 inh: 10%

What do the screens show for `COCCNC(=O)CSc1c(C)cnc2c1c(=O)n(C)c(=O)n2C`?
DT40 TDP1 no CPT: 2%; DT40 TDP1 CPT: 7%; GCN5L2 inh: -10%

Results for CCOC(=O)C1=C[C@@H](C(C)(C)C)N(S(=O)(=O)c2ccc(C)cc2)[C@H]1c1ccc(Cl)c(Cl)c1 ?
DT40 TDP1 no CPT: 23µM*; DT40 TDP1 CPT: 16µM*

Results for CCOCCCNC(=O)CCCn1nc(C)n2c(cc3sccc32)c1=O ?
DT40 TDP1 no CPT: -10%; DT40 TDP1 CPT: -20%; GCN5L2 inh: -8%

Results for COc1ccc(Cl)cc1NC(=O)COC(=O)C(CC(C)C)N1C(=O)C2CC=CCC2C1=O (centres undefined) ?
DT40 TDP1 no CPT: 18µM*; DT40 TDP1 CPT: inconclusive; GCN5L2 inh: -16%

Three entries already listed, sorted by count of non-hydrogen atoms, rising:
How did C=CCN(CC=C)C(=O)C1CC(=O)N(c2ccc(Br)cc2)C1 (centres undefined) do in these assays?
DT40 TDP1 no CPT: -5%; DT40 TDP1 CPT: 6%; GCN5L2 inh: -1%

What do the screens show for `COc1ccc(C(=O)N/N=C(\C)Cn2cnc([N+](=O)[O-])n2)cc1`?
DT40 TDP1 no CPT: 0%; DT40 TDP1 CPT: 2%; GCN5L2 inh: 3%

What do the screens show for `COCCNC(=O)CSc1c(C)cnc2c1c(=O)n(C)c(=O)n2C`?
DT40 TDP1 no CPT: 2%; DT40 TDP1 CPT: 7%; GCN5L2 inh: -10%

The list continues:
How did CC1(C)C(=O)Nc2ccccc2N1C(=O)COc1ncnc2c(Cl)cc(Cl)cc12 do in these assays?
DT40 TDP1 no CPT: -17%; DT40 TDP1 CPT: -27%; GCN5L2 inh: 0%

What do the screens show for `O=S(=O)(c1ccc(SCc2c(F)cccc2Cl)nc1)N1CCCC1`?
DT40 TDP1 no CPT: inconclusive; DT40 TDP1 CPT: inconclusive

Results for CCn1c(CC(=O)Nc2ccccc2)n[nH]c1=S ?
DT40 TDP1 no CPT: 2%; DT40 TDP1 CPT: -4%; GCN5L2 inh: -7%

Results for CCN1C(=O)C2(C(C#N)=C(N)Oc3cc(C)oc(=O)c32)c2ccccc21 (centres undefined) ?
DT40 TDP1 no CPT: -11%; DT40 TDP1 CPT: -3%; GCN5L2 inh: 0%

Results for CC12C=CC(=O)C=C1CCC1C2CCC2(C)C(C(=O)CO)CCC12 (centres undefined) ?
DT40 TDP1 no CPT: inconclusive; DT40 TDP1 CPT: inconclusive

Results for CC1CCCCN1CCNC(=O)c1ccc2c(c1)N(Cc1ccccc1)C(=O)c1ccccc1S2(=O)=O (centres undefined) ?
DT40 TDP1 no CPT: inconclusive; DT40 TDP1 CPT: inconclusive; GCN5L2 inh: 1%

How did CC(/C=N/NC(=O)CSc1nc2ccccc2n1C)=C\c1ccco1 do in these assays?
DT40 TDP1 no CPT: inconclusive; DT40 TDP1 CPT: inconclusive; GCN5L2 inh: -9%

How did CCOc1cc(N2CCOCC2)c(OCC)cc1NC(=O)CSc1ccccc1C(=O)O do in these assays?
DT40 TDP1 no CPT: -19%; DT40 TDP1 CPT: inconclusive; GCN5L2 inh: -4%

How did CCOC(=O)c1c(-c2ccc(C)cc2)csc1NC(=O)CCSc1nnc2ccccn12 do in these assays?
DT40 TDP1 no CPT: 23µM*; DT40 TDP1 CPT: 23µM*; GCN5L2 inh: 7%

How did CNC(=O)CSc1nnc(-c2cccnc2)n1CCc1ccccc1 do in these assays?
DT40 TDP1 no CPT: -11%; DT40 TDP1 CPT: 13%; GCN5L2 inh: -12%

Results for C/C(=N/NC(=O)CN1CCN(Cc2ccccc2Cl)CC1)c1ccncc1 ?
DT40 TDP1 no CPT: -20%; DT40 TDP1 CPT: inconclusive; GCN5L2 inh: -1%

What do the screens show for `CC1CCN(S(=O)(=O)c2cccc(C(N)=O)c2)CC1`?
DT40 TDP1 no CPT: -5%; DT40 TDP1 CPT: -8%; GCN5L2 inh: -6%

What do the screens show for `CCCCN(C)CCOc1ccccc1OCC`?
DT40 TDP1 no CPT: inconclusive; DT40 TDP1 CPT: -19%; GCN5L2 inh: -3%

What do the screens show for `C=Cn1ccnc1P(=S)(c1ccc2c(c1)c1ccccc1n2CC)c1nccn1C=C`?
DT40 TDP1 no CPT: inconclusive; DT40 TDP1 CPT: 29µM*; GCN5L2 inh: -8%

How did O=C(Nc1ccc(C(=O)N2CCC(O)(c3ccc(Cl)c(C(F)(F)F)c3)CC2)cc1)c1ccc(Br)o1 do in these assays?
DT40 TDP1 no CPT: 18µM*; DT40 TDP1 CPT: inconclusive; GCN5L2 inh: -8%

How did CC1Cc2nc(SCC(=O)N3CCCC3)n(C)c(=O)c2S1 (centres undefined) do in these assays?
DT40 TDP1 no CPT: 4%; DT40 TDP1 CPT: -2%; GCN5L2 inh: -12%
